Screening results deposited in PubChem by several laboratories.
MLLE-PAM2 inh: inhibitors of PABP1 MLLE–PAM2 peptide binding, primary screen, biochemical, fluorescence polarization, FITC-PAM2, GST-MLLE; inhibition, % at 20 µM; 360,000 compounds, 0.36% hits; in the data active means inhibition above about 35%, passing the limit was not always enough;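 further: plate controls were DMSO wells with GST-MLLE for no effect and wells lacking GST-MLLE protein for full effect; some results filed as inactive read as strong as hits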
DNMT1 inh: human DNMT1 methyltransferase inhibitors, primary screen, biochemical, molecular beacon, fluorescence, HinP1I cleavage, uHTS | 360,000 compounds, 0.83% hits | inhibition (reported as % activation of signal), % at 10 µM; in the data active means inhibition above about 50%
Scp1 inh: Scp-1 phosphatase inhibitors, primary screen, biochemical, colorimetric, uHTS; Carboxy-terminal domain RNA polymerase II polypeptide A small phosphatase 1 (Homo …; 340,000 compounds, 0.88% hits; inhibition, % at 20 µM; AID 493091, 2011; Recombinant Scp1, phosphopeptide, malachite green phosphate absorbance;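 active means inhibition above about 50% at 20 µM, limit read from the data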;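 further: plate controls were DMSO wells with enzyme for no effect and wells lacking enzyme for full effect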
Target sequence (Q9GZU7 76-261 limits assumed): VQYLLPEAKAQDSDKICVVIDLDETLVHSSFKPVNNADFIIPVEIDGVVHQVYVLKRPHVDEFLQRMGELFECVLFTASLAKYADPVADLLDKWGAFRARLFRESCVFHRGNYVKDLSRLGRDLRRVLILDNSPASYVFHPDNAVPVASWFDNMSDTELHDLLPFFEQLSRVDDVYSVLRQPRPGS
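Assay system: SCP-1 catalytic fragment, aa 76-261 | Buffer or medium: Tris acetate buffer pH 5.5 with MgCl2 and Tween-20 | Compound: One concentration, 20 µM, with 1.0% DMSO | Also added: Phospho 17-mer peptide substrate | Signal: Absorbance at 630 nm | Incubation: 45 min enzyme reaction at room temperature | Measure: % inhibition of SCP-1 phosphate liberation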
CSN inh: inhibitors of CSN-mediated cullin deneddylation, primary screen, biochemical, fluorescence polarization, uHTS. inhibition, % at 12.5 µM. Purified CSN, SCF-Nedd8-OG deneddylation. AID 651999, 2013. COP9 signalosome complex subunit 5 (Homo sapiens), Q92905. 360,000 compounds, 0.38% hits;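 active means pattern-corrected inhibition above about 35%, with an unprinted fluorescence ratio check between 0.5 and 1.5, limit read from the data, passing the limit was not always enough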;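 further: 0% = enzyme with substrate and 100% = substrate without enzyme; some results filed as inactive read as strong as hits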
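Detection – fluorescence polarization · System – HEK293T-derived human Csn5 enzyme · Controls – substrate-only high control, full reaction low control · Timing – 90 min, room temperature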
LMPTP block: LMPTP phosphatase inhibitors, primary screen, biochemical, fluorescence intensity, uHTS; Low molecular weight phosphotyrosine protein phosphatase (Homo sapiens), P24666; recombinant LMPTP-A, OMFP fluorogenic substrate; inhibition, % at 20 µM; 360,000 compounds, 0.22% hits;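 active means compounds that cut the enzyme signal by at least half of the control window in the single-dose screen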;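 further: plate controls were DMSO wells with enzyme plus substrate for no effect and substrate without enzyme for full effect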
Target sequence (P24666 whole entry, looked up): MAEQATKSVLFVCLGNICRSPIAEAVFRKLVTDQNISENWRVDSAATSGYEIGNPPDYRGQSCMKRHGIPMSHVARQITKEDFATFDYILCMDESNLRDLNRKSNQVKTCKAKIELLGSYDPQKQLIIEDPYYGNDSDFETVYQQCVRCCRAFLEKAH
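Assay system: LMPTP-A enzyme. Input: 0.625 nM LMPTP-A final. Probe or stimulus: 400 µM OMFP. Compound dosing: single 20 µM dose. Schedule: 50 min dark incubation at room temperature. Detection: fluorescence intensity of OMFP turnover product. Read-out: percent inhibition versus substrate-only and uninhibited controls. Benchmarks: no-enzyme low control, uninhibited high control.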
Rpn11 inh: Rpn11 (PSMD14) deubiquitinase inhibitors, primary screen, biochemical, fluorescence polarization, uHTS | human 26S proteasome, Ub4-pepOG fluorescence polarization; 20S core pre-blocked with epoxomicin | calls only at 20 µM | 360,000 compounds, 0.59% hits | AID 588493, 2011;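 active means inhibition at 20 µM, scaled to each plate's controls, above about 33%, limit read from the data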
STEP inh: STEP phosphatase inhibitors, primary screen, biochemical, fluorescence intensity, uHTS | Tyrosine-protein phosphatase non-receptor type 5 (Homo sapiens), P54829 | recombinant STEP, OMFP fluorogenic substrate | inhibition, % at 20 µM | 360,000 compounds, 0.25% hits | AID 588621, 2011;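 active means inhibition at 20 µM, scaled per plate between control wells, above about 37%, limit read from the data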;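 further: 0% = DMSO with enzyme and substrate and 100% = substrate only without enzyme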
Target sequence (P54829 whole entry, looked up): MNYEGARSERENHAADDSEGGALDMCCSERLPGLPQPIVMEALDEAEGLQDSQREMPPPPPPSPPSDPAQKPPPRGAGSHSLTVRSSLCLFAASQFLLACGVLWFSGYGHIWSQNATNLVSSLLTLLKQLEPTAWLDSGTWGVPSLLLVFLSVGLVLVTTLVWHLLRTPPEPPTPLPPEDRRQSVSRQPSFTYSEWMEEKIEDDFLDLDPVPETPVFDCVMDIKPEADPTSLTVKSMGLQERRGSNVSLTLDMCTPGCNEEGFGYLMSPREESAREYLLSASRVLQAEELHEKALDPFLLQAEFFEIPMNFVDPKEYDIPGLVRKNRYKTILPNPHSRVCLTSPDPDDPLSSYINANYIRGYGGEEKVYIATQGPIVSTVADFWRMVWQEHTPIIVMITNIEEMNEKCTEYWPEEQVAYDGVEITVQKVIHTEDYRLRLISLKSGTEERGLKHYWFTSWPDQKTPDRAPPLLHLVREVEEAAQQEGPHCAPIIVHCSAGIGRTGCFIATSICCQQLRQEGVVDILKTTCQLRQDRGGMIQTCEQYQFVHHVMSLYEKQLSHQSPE
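Assay system: isolated STEP enzyme / Timing: 20 min at room temperature, dark / Doses: 20 µM, 1% DMSO / Technique: fluorescence intensity, excitation 480 nm, emission 540 nm / Reagent: fluorogenic phosphatase substrate OMFP at 25 µM final / Measure: percent inhibition scaled to no-enzyme and uninhibited-enzyme controls, plate-pattern corrected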
SUMO1 PPI mod: modulators of SUMO1 protein-protein interactions, primary screen, biochemical, uHTS. Small ubiquitin-related modifier 1 (Homo sapiens), P63165. inhibition, % at 20 µM. SUMO1 binding to a labelled peptide, TR-FRET, 1 h. 360,000 compounds, 0.33% hits; in the data active means inhibition above about 37%
Target sequence (P63165 whole entry, looked up): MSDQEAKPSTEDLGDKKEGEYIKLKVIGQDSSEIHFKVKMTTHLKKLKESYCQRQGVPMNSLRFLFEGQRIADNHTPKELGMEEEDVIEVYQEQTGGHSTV
NadD inh: inhibitors of S. aureus NadD, primary screen, biochemical, colorimetric, uHTS. 360,000 compounds, 0.78% hits. inhibition, % at 20 µM. Nicotinate-nucleotide adenylyltransferase NadD (Staphylococcus aureus N315). purified NadD enzyme, colorimetric absorbance read-out; in the data active means inhibition above about 26%; further: some compounds past the cut are filed as inactive
Tb MetRS inh: T. brucei MetRS inhibitors, primary screen, biochemical, luminescence; methionyl-tRNA synthetase (Trypanosoma brucei brucei); inhibition, % at 11.9 µM; purified T. brucei MetRS, ATP depletion, Kinase-Glo luminescence; 360,000 compounds, 0.4% hits;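 active means inhibition above a per-plate cutoff of the control wells' mean inhibition plus 3 SD, cut at about 5.5% in these data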;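 further: 0% = DMSO wells median and 100% = median of wells with control inhibitor compound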
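System: purified T. brucei MetRS enzyme / Detection: Kinase-Glo luciferase luminescence reporting remaining unconsumed ATP / Medium: HEPES buffer with MgCl2, KCl, DTT, spermine, BSA, pyrophosphatase / Replication: singlicate, one well per compound / Evaluation: percent inhibition relative to median high and low control wells / Schedule: 2 h aminoacylation at 25 °C after 15 min preincubation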
Numbers without * were called inactive; i = inactive; / = not tested or not shown; + = active, no number.

SMILES	MLLE-PAM2 inh	DNMT1 inh	Scp1 inh	CSN inh	LMPTP block	Rpn11 inh	STEP inh	SUMO1 PPI mod	NadD inh	Tb MetRS inh
Cc1ccc(C)c(C(=O)COC(=O)CN2C(=O)C3C4CCC(C4)C3C2=O)c1 (centres undefined)	-4	4	-5	-2	-0.7	i	-4	-4	-11	-0.9
O=C(CCN1CCN2CCCC2C1)N1c2ccccc2Sc2ccc(Cl)cc21 (centres undefined)	-3	0	-4	-1	0.0	i	0	0	-8	-1.0
OC(c1ccc(F)cc1)C(CN1CCOCC1)c1ccccc1 (centres undefined)	-2	0	-12	-2	-1.3	i	-2	-2	-3	2.5
CCC(C)NCCOc1cc(C)cc(C)c1C (centres undefined)	-3	0	-12	-5	-2.6	i	1	0	-12	-0.4
C[C@H](CO)N1C[C@H](C)[C@@H](CN(C)S(C)(=O)=O)Oc2ccc(NC(=O)CCC(F)(F)F)cc2C1=O	-11	3	-5	1	-1.3	i	-2	-1	-8	0.2
Cc1nc2ccccc2c2oc(C(=O)NCC3COc4ccccc4O3)cc12 (centres undefined)	-19	9	-23	-1	5.4	i	3	-3	-10	1.2
COC(=O)C1CCN(C(=O)Cc2ccc(OC)c(OC)c2)CC1	-11	10	3	-1	-0.3	i	-2	0	2	-1.9
C=CCOc1ccccc1/C=c1\sc2nc(=O)c(C)nn2c1=O	16	53*	8	6	2.6	i	3	25	7	-0.1
CCn1c(CSc2nc3ccccc3[nH]2)n[nH]c1=S	-12	-3	-4	8	-1.9	i	0	2	16	-0.4
COC(=O)c1c(=O)n(O)c2ccc(OC)cc2[n+]1[O-]	162	3	-4	-56	1.1	i	-1	-19	2	-0.5
C[C@H](CO)N1C[C@H](C)[C@@H](CN(C)Cc2ccncc2)Oc2ncc(Br)cc2C1=O	14	3	/	1	-1.8	i	-1	6	1	-1.7
COC(=O)C1=C(C)NC2=C(C(=O)CCC2)C1c1cn(Cc2ccc(Cl)cc2Cl)nc1-c1ccccc1 (centres undefined)	-1	-9	0	1	2.2	i	0	-4	12	-0.3
Cn1c(CSCc2ccc(Cl)c(Cl)c2)nnc1SCC(=O)Nc1nccs1	-10	-1	14	8	1.0	i	0	1	3	-0.1
COc1ccc(Nc2c(CC(C)C)nc3nc(C)cc(C)n23)cc1	/	/	/	2	1.5	/	/	-2	4	-0.1
COc1ccc(Cn2c(=O)c3[nH]cnc3n(-c3ccc(C)cc3)c2=O)cc1	-8	2	-11	6	-0.2	i	-2	-2	1	1.0
O=C1CC(C(=O)N2CCOCC2)C2(CCCCC2)O1 (centres undefined)	6	5	-2	0	0.7	i	-3	0	4	-0.9
O=C(Nc1ccc(F)cc1)c1ccc(COc2ccccc2)cc1	-5	17	-4	-6	-0.1	i	-1	-4	9	0.0
CCOc1cc(CN2CCSCC2)ccc1O	-11	6	-2	1	-1.0	i	-1	-5	1	-1.0
COc1cccc(CSc2nc(N)cc(N)n2)c1	-2	4	-5	0	-0.1	i	-2	-2	6	-1.4
O=C(COC(=O)/C=C/c1cc(Br)ccc1F)NC1CC1	-14	-1	-5	1	0.2	i	-1	-17	3	-0.1

Sorted by value in Tb MetRS inh (descending): some entries from above.
SMILES | MLLE-PAM2 inh | DNMT1 inh | Scp1 inh | CSN inh | LMPTP block | Rpn11 inh | STEP inh | SUMO1 PPI mod | NadD inh | Tb MetRS inh
Cc1nc2ccccc2c2oc(C(=O)NCC3COc4ccccc4O3)cc12 (centres undefined) | -19 | 9 | -23 | -1 | 5.4 | i | 3 | -3 | -10 | 1.2
COc1ccc(Nc2c(CC(C)C)nc3nc(C)cc(C)n23)cc1 | / | / | / | 2 | 1.5 | / | / | -2 | 4 | -0.1
COc1cccc(CSc2nc(N)cc(N)n2)c1 | -2 | 4 | -5 | 0 | -0.1 | i | -2 | -2 | 6 | -1.4

Next section
SMILES	MLLE-PAM2 inh	DNMT1 inh	Scp1 inh	CSN inh	LMPTP block	Rpn11 inh	STEP inh	SUMO1 PPI mod	NadD inh	Tb MetRS inh
CC(=O)Oc1c(C(=O)c2nnc(C)o2)c(=O)n(Cc2ccccc2)c2ccccc12	1	6	-5	7	1.4	i	4	3	5	-0.3
Cc1nnc(SCC(=O)N2CCN(S(=O)(=O)c3ccccc3)CC2)[nH]c1=O	6	-1	-3	2	-0.3	i	1	2	5	-0.3
Cc1ccc(-c2nc(CSCC(=O)NCCCN3CCOCC3)c(C)o2)cc1	-2	-1	-2	-3	-3.2	i	2	-1	-1	-0.5
CCCS(=O)(=O)N1CCCC(C(=O)NCC(OC)OC)C1 (centres undefined)	-4	-2	-6	-8	-1.3	i	1	7	-9	-0.1
CN(C)/C=C(\C#N)C(=O)N/N=C/c1ccc(Cl)cc1	5	1	-3	0	0.1	i	0	-7	1	0.1
COc1cc(/C=C/C(=O)N2c3ccccc3Sc3ccc(C(F)(F)F)cc32)cc(OC)c1OC	-8	0	-9	1	1.8	i	5	-3	0	-0.1
CC(C)n1ncc2c(C(=O)Nc3ccccc3SCC(N)=O)cc(C3CC3)nc21	-7	7	/	-4	0.5	i	-2	-2	3	-0.2
Cc1ccc(N)c(C(=O)CCCCC(=O)O)c1	-2	3	8	-2	-1.3	i	0	2	3	-0.3
Cc1ccc(C)c(NC(=O)C(Sc2nncn2C)c2ccccc2)c1 (centres undefined)	-3	5	-1	2	-1.2	i	-2	3	-7	-0.7
Cc1ccc(NC(=O)c2ccc3c(c2)C(=O)N(Cc2cccnc2)C3=O)c(C)c1	2	2	-3	-1	13	i	3	-8	-6	2.4
O=C(COC(=O)c1ccccc1O)Nc1ccc(S(=O)(=O)N2CCCCC2)cc1	-34	-3	-5	-6	3.7	i	-2	10	-8	-0.4
CC1Cc2ccccc2N1C(=O)CSc1nncn1C (centres undefined)	-8	-1	47	7	0.7	i	-2	3	-7	-0.5
O=C(NCc1ccco1)c1csc(Nc2ccccc2Cl)n1	-1	-8	-7	1	1.0	i	-2	4	-3	-0.8
COCCNC(=O)/C(C#N)=C/c1cccc(OCc2ccccc2)c1	20	-11	-5	2	1.2	i	0	-4	-9	-0.1
COc1cc([N+](=O)[O-])ccc1NC(=O)NCCCN1CCCC1=O	-8	-2	-14	-1	1.6	i	1	-16	-1	-0.3
COc1cc(NC(=S)N2CCN(c3ccccn3)CC2)cc(OC)c1OC	-79	0	-5	3	-1.9	i	6	0	-1	0.1
COc1ccc(C(=O)Cn2nnc(-c3ccccc3-n3cnnn3)n2)cc1	6	3	-6	3	-0.2	i	0	-2	-4	0.0
Cc1ccc(/C=C/C(=O)Nc2ncc(C)s2)o1	0	9	7	0	-1.1	i	0	-1	5	-0.8
COCCNC(=O)c1ccccc1NC(=O)c1ccccc1N(C)S(=O)(=O)c1ccccc1	8	-2	-10	0	-1.0	i	-1	-1	7	-1.4
COc1ccc(CCNC(=O)C2CCN(S(=O)(=O)c3cccs3)CC2)cc1OC	-4	-1	-9	0	0.5	i	4	3	-9	-0.3
CCn1c(SCc2ccccc2)nnc1-c1cccs1	-61	2	9	1	0.0	i	0	-1	2	-2.5
CN(C)/C=C(\C#N)c1nc2ccccc2[nH]1	2	3	-7	9	0.7	i	1	5	-2	-0.3
CCOc1ccccc1NC(=O)c1sc2ncn(CC(=O)N3CCOCC3)c(=O)c2c1C	-9	0	-1	6	-0.1	i	-1	-12	-4	-0.7
COc1ccc(NC(=O)N(C)C[C@H]2Oc3c(NC(=O)Nc4ccc(C(F)(F)F)cc4)cccc3C(=O)N([C@H](C)CO)C[C@@H]2C)cc1	-3	-11	-7	0	3.4	i	-1	-6	0	-0.5
CCC(=O)c1cn(CC(=O)Nc2ccc(F)cc2)c2ccccc12	-1	-6	/	0	-1.0	i	-2	-20	-1	0.2
Cc1ccc(OCC(=O)N2CCN(c3nnc(-c4ccccc4)c4ccccc34)CC2)cc1	-26	-4	18	-1	3.6	i	12	0	21	-1.0
O=C(CN1C(=O)/C(=C/c2ccccc2)SC1=S)NC1CCS(=O)(=O)C1 (centres undefined)	27	-4	-9	-3	-0.6	i	2	-33	-5	0.1
CCOc1ccc(NS(=O)(=O)c2ccc3[nH]cc(C(=O)N(CC)CC)c(=O)c3c2)cc1	-6	14	16	0	-1.0	i	5	2	4	0.4
COc1ccc(OC)c(-n2nnnc2SCC(=O)O)c1	-16	3	-6	-1	-1.0	i	-2	-5	-1	-0.5
O=C1NC(=S)N/C1=C/c1cc2c(cc1[N+](=O)[O-])OCO2	-2	60*	2	5	-0.7	i	3	55*	-4	-0.3
CC(C)(C)c1oc(C(=O)O)cc1CN1CCOCC1	11	0	-1	3	-1.7	i	0	-2	-3	-0.2
O=C(c1ccc(-c2nnc(Nc3ccccc3)c3ccccc23)cc1)N1C[C@H]2C[C@H](C1)c1cccc(=O)n1C2	-8	4	4	-1	-2.5	i	6	-12	4	-0.2
CCCCCCCCN1[C@@H](CC(=O)OC)c2cc(F)ccc2S1(=O)=O	-53	82*	-15	1	52*	+	1	6	-1	-0.3
Cc1ccc([C@@H]2CC=C(C(=O)O)[C@H](c3ccccc3)N2S(=O)(=O)c2ccc(C)cc2)cc1	0	-1	-11	1	0.0	i	0	4	3	-0.2
CCOC(=O)c1[nH]c2ccccc2c1NC(=O)c1ccc(Br)o1	0	-5	-6	1	0.9	i	0	-4	0	0.1
CN(CC(=O)Nc1ccc(F)c(F)c1F)C(=O)C1=NN(c2ccccc2)C(=O)CC1	-12	-9	-8	-3	-0.7	i	0	1	-2	-0.3
O=C(COC(=O)/C(=C/c1cccs1)c1cccs1)NCc1ccccc1Cl	0	4	-1	-1	5.5	i	2	-7	1	-0.4
